OX1R antag-1: human HCRTR1 antagonism; CHO/OX1R cells, Fluo-8 calcium fluorescence, orexin A; O43613; 330,000 compounds, 0.43% hits; inhibition, % at 5 µM; AID 434989;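 active = inhibition above its plate's threshold, mean inhibition of all tested compounds on the plate plus 3 SD, cut at about 37% in these data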;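 note: 0% = orexin A challenge wells and 100% = SB-334867-A antagonist wells; not every result past the cut was called active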
Target sequence (O43613 whole entry, looked up): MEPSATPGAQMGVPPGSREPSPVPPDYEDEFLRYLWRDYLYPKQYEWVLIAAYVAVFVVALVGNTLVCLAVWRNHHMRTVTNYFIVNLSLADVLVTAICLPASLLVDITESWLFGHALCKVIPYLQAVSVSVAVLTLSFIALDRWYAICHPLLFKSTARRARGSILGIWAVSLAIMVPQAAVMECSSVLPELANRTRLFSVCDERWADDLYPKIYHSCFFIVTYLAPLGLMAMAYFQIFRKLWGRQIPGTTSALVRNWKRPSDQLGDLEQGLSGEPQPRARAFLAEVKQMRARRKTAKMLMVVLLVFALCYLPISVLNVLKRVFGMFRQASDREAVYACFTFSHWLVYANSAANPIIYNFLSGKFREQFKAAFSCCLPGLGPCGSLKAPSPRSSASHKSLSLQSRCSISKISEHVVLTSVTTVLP
OX1R antag-2: blocks the human orexin 1 receptor; O43613; OX1R-expressing cells, FRET antagonist read-out; inhibition, % at 6.6 µM; 330,000 compounds, 1.8% hits; AID 485270; in the data active = inhibition mostly above about 38%, no sharp cut-off; inactive = mostly below about 40%;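 note: 0% = agonist challenge alone and 100% = reference antagonist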
CHT PAM: allosterically activates the human high affinity choline transporter; CHT-expressing cells, membrane potential dye, choline EC20; stronger effect = higher value; LV-AA mutant CHT in HEK293 cells; 310,000 compounds, 0.49% hits; B-score at 10 µM;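 active = initial fluorescence not abnormally high and integrated response B-score, plate-corrected, over 3 SD above library mean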
Target sequence (Q9GZV3 whole entry, looked up): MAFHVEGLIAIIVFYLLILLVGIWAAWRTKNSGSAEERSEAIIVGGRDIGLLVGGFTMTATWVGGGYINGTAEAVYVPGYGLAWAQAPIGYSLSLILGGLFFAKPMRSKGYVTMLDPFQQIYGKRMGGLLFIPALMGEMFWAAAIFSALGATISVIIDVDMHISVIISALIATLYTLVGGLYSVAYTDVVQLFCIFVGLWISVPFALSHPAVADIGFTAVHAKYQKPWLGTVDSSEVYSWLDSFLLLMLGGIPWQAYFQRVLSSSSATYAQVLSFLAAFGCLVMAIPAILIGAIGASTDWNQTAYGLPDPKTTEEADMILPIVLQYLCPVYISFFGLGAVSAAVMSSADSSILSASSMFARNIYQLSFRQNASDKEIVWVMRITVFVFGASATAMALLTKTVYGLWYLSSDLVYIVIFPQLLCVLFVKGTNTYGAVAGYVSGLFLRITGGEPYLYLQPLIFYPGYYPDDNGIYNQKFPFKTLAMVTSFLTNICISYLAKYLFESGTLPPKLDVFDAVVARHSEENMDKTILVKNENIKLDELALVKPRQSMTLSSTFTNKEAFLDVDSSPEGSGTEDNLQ
Active calls of the source: *; i = inactive; / = not tested or not shown. Compounds were not picked by outcome; any-hit rate near 2.5%.

SMILES | OX1R antag-1 | OX1R antag-2 | CHT PAM
CC(C)(C)NC(=O)c1cccc2c1OC(C)(C)C2 | -7 | 34 | i
CC(NC(=O)c1ccccc1F)c1ccccc1 (centres undefined) | -9 | 5 | i
CCCc1cc(N2CCOCC2)n2nc(C)c(-c3ccccc3)c2n1 | -12 | 0 | i
O=C(Cc1n[nH]c(=O)c2ccccc12)OCC(=O)c1ccccc1 | -4 | 7 | /
C=CCNC(=O)c1ccc(C(=O)c2ccccc2)cc1 | 4 | -6 | i
Cc1nc(C(C)NC(=O)CCc2nnc(Cc3c[nH]c4ccccc34)o2)cs1 (centres undefined) | -13 | 4 | i
COc1ccc2c(C)c(CCC(=O)NCCCN3CCCC3=O)c(=O)oc2c1C | -5 | 8 | i
Cc1ccc(S(=O)(=O)/N=S(/C)c2ccccc2)cc1 (centres undefined) | -2 | 5 | i
Cc1nnc(NC(=O)C2CCCN(S(=O)(=O)Cc3ccccc3)C2)s1 (centres undefined) | -28 | 3 | i
O=C(Nc1nc(-c2ccc(Cl)cc2Cl)cs1)C1CCCO1 (centres undefined) | -13 | 20 | i

One compound at a time (already shown).
CC(C)(C)NC(=O)c1cccc2c1OC(C)(C)C2 reads OX1R antag-1: -7; OX1R antag-2: 34; CHT PAM: i
COc1ccc2c(C)c(CCC(=O)NCCCN3CCCC3=O)c(=O)oc2c1C reads OX1R antag-1: -5; OX1R antag-2: 8; CHT PAM: i
CC(NC(=O)c1ccccc1F)c1ccccc1 (centres undefined) reads OX1R antag-1: -9; OX1R antag-2: 5; CHT PAM: i

(list continues)
SMILES | OX1R antag-1 | OX1R antag-2 | CHT PAM
O=C(N/N=C/c1ccc(-n2ccnc2)cc1)c1cccs1 | -28 | 16 | i
O=C(Cc1ccc(Cl)cc1)Nc1ccccc1C(=O)Nc1ccc(C(=O)O)cc1 | -6 | 5 | i
O=C(CC1C(=O)NCCN1Cc1ccccc1)NCCN1CCCCC1=O (centres undefined) | -12 | 10 | i
COc1ccc(/C=C/C(=O)c2ccccc2)c(OC)c1 | -15 | 14 | i
Cc1cc(=O)n2nc(N3CCCC3C(=O)Nc3ccccc3C)sc2n1 (centres undefined) | -10 | 7 | i
O=C(NCCN1CCc2ccccc2C1)C1CC(=O)N(C2CCCC2)C1 (centres undefined) | -15 | 8 | i
COc1ccc(S(=O)(=O)NCC2CCCN(Cc3ccccc3Cl)C2)cc1 (centres undefined) | -9 | 18 | i
ClCc1csc(N/N=C/c2cccs2)n1 | -7 | 8 | i
CSc1sc(C(=O)N(C)C)c2c1S(=O)(=O)N(C)c1ccccc1-2 | 12 | 9 | i
O=C(Nc1ccc(S(=O)(=O)O)cc1)c1ccc2c(c1)S(=O)(=O)c1ccccc1C2=O | -3 | 43 | i
CCN1C(=O)c2ccc(-c3nc4ccccc4c(=O)o3)cc2C1=O | -5 | 13 | i
CCOC(=O)N1CCC(NC(=O)c2cc(C(=O)Nc3ccc(F)cc3F)ccc2CO)CC1 | -25 | 12 | i
Nc1cc(N)nc(SCC(=O)c2ccc3c(c2)NC(=O)CO3)n1 | -15 | 14 | i
COc1ccc(C(=O)N/N=C(\C)CC(=O)NC2CCCCC2)c(OC)c1 | -7 | 22 | i
CCOC(=O)C1CCN(C(=O)COc2cccc(C)c2)CC1 | -2 | 6 | i
CN(CCCNC(=O)c1ccc(N2CCCC2=O)cc1)c1ccccc1 | -21 | 16 | i
O=c1c2ccccc2ncn1Cc1cccc2ccccc12 | -25 | 10 | i
COCCNC(=O)c1cc2c(=O)n3cccc(C)c3nc2n(Cc2ccncc2)c1=N | -21 | 49* | i
O=C(Nc1cccc(C(=O)O)c1)Nc1cccc2ccccc12 | -5 | -3 | i
COc1cc2c(cc1OC)CN(C(=O)c1cccc(S(=O)(=O)N(C)C)c1)CC2 | -11 | 15 | i
CCOc1ccccc1C(=O)NC1CCN(Cc2ccccc2)CC1 | -17 | 3 | i
C=CCOc1ccc(Br)cc1/C=C1\NC(=S)N(C(C)=O)C1=O | -24 | 46 | i
O=C(NCc1cccc(Br)c1)c1cc(-c2ccccc2)nn1CC1CC(c2cccnc2)=NO1 (centres undefined) | -19 | 14 | i
COc1cc2c(c(OC)c1OC)-c1ccc(NC(=O)c3ccc(F)cc3)c(=O)cc1[C@@H](NC(C)=O)CC2 | -22 | 10 | i
COCc1c(C(=O)Nc2ccc3nc(N4CCOCC4)sc3c2)oc2ccccc12 | 15 | 19 | /
COc1ccccc1NC(=O)CSc1nnnn1C1CCCCC1 | -7 | 9 | i
COc1ccc(N2CCN(C(CNC(=O)C3CCCCC3)c3ccco3)CC2)cc1 (centres undefined) | -21 | 7 | i
Cc1ccc(CNC(=O)CCSCc2ccc(C)cc2)cc1 | -31 | 5 | i
CC(OC(=O)c1cccnc1Cl)C(=O)Nc1ccc2c(c1)OCO2 (centres undefined) | -11 | 2 | /
CC1=CC(C)(C)Nc2cc(C)c(C)cc21 | -17 | 13 | i
O=c1c2ccccc2c(C=Nc2ccc(O)cc2)c(O)n1-c1nccs1 | -8 | 8 | i
COc1cccc(NC(=O)CNC(=O)c2ccc(C)cc2)c1 | -8 | 13 | i
O=[N+]([O-])c1ccc(/C=N/N2CCN(Cc3ccccc3)CC2)cc1 | -15 | 9 | i
CC1CCN(C(=O)c2cc3c(ccc4ccccc43)o2)CC1 | -30 | 36 | i
Cn1c(=O)c2c(nc(NCc3ccco3)n2CCc2ccccc2)n(C)c1=O | -14 | 17 | i
Cc1cc(C)cc(NC(=S)N(C)C)c1 | -9 | 7 | i
S=c1[nH]nc(Cc2n[nH]c(=S)n2-c2ccccc2)n1-c1ccccc1 | 1 | -2 | i
C[C@H](CO)N1C[C@H](C)[C@@H](CN(C)S(=O)(=O)c2ccc(F)cc2)Oc2c(NC(=O)CCC(F)(F)F)cccc2C1=O | -15 | 2 | /
CCCC(=O)Nc1nn(CCC)c2nc3ccccc3cc12 | -72 | 17 | i
Oc1ccc(Cl)cc1CNCC1CCCCC1 | -10 | 23 | i
Cc1cc(OCc2cc(C(=O)NC(C)c3c(C)nn(C)c3C)no2)cc(C)c1Cl (centres undefined) | 6 | 18 | i
C=CCOc1cccc(C2C(C(=O)c3ccc(C)o3)=C(O)C(=O)N2CCN(C)C)c1 (centres undefined) | -22 | 14 | i
Cc1nc(SCC(=O)Nc2ccc(F)cc2)c2oc3ccccc3c2n1 | -13 | 4 | i
Cc1ccc(NC(=O)Cn2cnc3cc([N+](=O)[O-])ccc3c2=O)c(Cl)c1 | -14 | 16 | i
O=C(CCCN1C(=O)c2cccnc2C1=O)Nc1ccccc1F | -4 | 37 | i
CCOC(=O)c1sc(NC(=O)COC(=O)Cn2cnc3ccccc32)c(C(=O)OCC)c1C | -9 | 2 | i
O=C(O)c1ccc(N/N=C/c2ccc3c(c2)OCO3)cc1 | -15 | 21 | i
O=C(NC(NC(=S)Nc1ccccc1)C(Cl)(Cl)Cl)c1cccc(Cl)c1 (centres undefined) | 37 | 39 | i
O=C(/C=C/c1ccc(S(=O)(=O)NCc2ccco2)cc1)N1CCN(c2ccccc2)CC1 | -13 | 31 | i
O=C(OCn1ncc(Cl)c(Cl)c1=O)c1ccccc1Cl | -4 | 15 | i
(further entries)
SMILES | OX1R antag-1 | OX1R antag-2 | CHT PAM
COc1ccccc1N1CCN(CC(=O)Nc2ccccc2C(=O)NCCc2ccccc2)CC1 | -14 | 0 | /
CCC(=O)N(CCC(c1ccco1)c1ccccc1OC)Cc1cccs1 (centres undefined) | -29 | 18 | i
CCCCN(C(=O)c1ccc2c(c1)OCO2)c1c(N)n(CC(C)C)c(=O)[nH]c1=O | -18 | 2 | /
O=C(Nc1ccc(S(=O)(=O)N2CCCC2)cc1)N1c2ccccc2Sc2ccccc21 | -19 | 8 | i
CCCCC(=O)Nc1nc(C)c(-c2csc(Nc3cc(Cl)ccc3OC)n2)s1 | -20 | 29 | i
Cc1nc2ccccc2n1CC(=O)N1CC(=O)Nc2ccccc21 | 9 | 3 | i
COc1ccc(NC(=O)c2cccc(NC(=O)C3C4CC5OC(=O)C3C5C4)c2)c(OC)c1 (centres undefined) | -7 | 16 | i
Cc1[nH]nc2c1C(c1ccccn1)N(c1ccc(Br)cc1)C2=O (centres undefined) | -14 | 9 | i
COc1ccc(C(=O)N(C)Cc2ccccc2F)cc1S(=O)(=O)N1CCCC1 | 0 | 0 | /
Cc1cccc(NC(=O)COC(=O)CCc2c[nH]c3ccccc23)c1C | 9 | 3 | /
Cc1ccc(NC(=O)Cc2ccc(Cl)cc2)nc1 | -7 | 6 | i
Cc1cc(C)c2c(CN3CCN(C/C=C/c4ccccc4)CC3)cc(=O)oc2c1 | -40 | 20 | i
c1cnc(N2CCN(c3ccc4ccccc4n3)CC2)nc1 | -3 | 25 | i
O=C(CN1CCCCCCC1)Nc1cc(Cl)cc(Cl)c1 | -38 | 21 | i
Cc1cc(NCCOCCO)n2ncc(-c3ccc(Cl)cc3)c2n1 | -12 | 13 | i
Cc1ncoc1C(=O)N1CCCC(C(=O)c2cccc(C(F)(F)F)c2)C1 (centres undefined) | -22 | 16 | i
CC(=O)Nc1ccc(S(=O)(=O)N2CCC(C(=O)NCCC(=O)Nc3nccs3)CC2)cc1 | 1 | 11 | i
COC(=O)c1nc(N)sc1-c1ccccc1 | -13 | 10 | i
CCN(CCCNC(=O)Cn1ncc2c([nH]c3ccc(C)cc32)c1=O)c1cccc(C)c1 | -16 | 9 | i
COc1ccc(CSc2ccc(S(=O)(=O)N3CCCCC3)cn2)cc1F | -21 | -1 | /
Cc1ccc(NS(=O)(=O)c2ccc(-c3ccc(=O)[nH]n3)o2)c(C)c1 | -15 | 17 | i
CCOc1cc(CO)cc(Br)c1OCC(N)=O | 4 | 9 | i
CC1(C)N=C(SCC(=O)Nc2ccccc2)C(c2ccc(Cl)cc2)=N1 | -16 | 38 | i
CCOC(=O)N1CCC(N2CCCC(CO)(Cc3ccccc3C)C2)CC1 (centres undefined) | -28 | 8 | i
C=C1c2ccccc2O[C@H](C(=O)OCC)[C@@H]1C1CCCCC1 | -20 | 6 | /
Cc1cc(/C=C(\C#N)C(=O)NC2CCCCCC2)c(C)n1C | -17 | 28 | i
CCCCOc1ccc(C2(C)NC(=O)N(C)C2=O)cc1 (centres undefined) | -17 | 5 | i
CC(C)CC(=O)N1CCN(S(=O)(=O)c2ccc(F)cc2)CC1 | -15 | 8 | i
CCN(CC(=O)Nc1c(F)cccc1F)C(=O)c1cccnc1Sc1ccccc1 | -17 | 15 | i
O=C(Nc1nn[nH]n1)c1cccc(Oc2ccccc2)c1 | -4 | 3 | i
CC(C)CN(C(=O)COC(=O)C12CC3CC(CC(C3)C1)C2)c1c(N)n(Cc2ccccc2)c(=O)[nH]c1=O | -21 | 12 | i
O=C(C[C@H]1C/C=C\C[C@@H](Cc2ccc(F)cc2)C(=O)OC[C@@H](Cc2c[nH]c3ccccc23)NC1=O)NCCO | 2 | 1 | /
CCOC(=O)C1CCN(C(=O)CCCCn2c(=O)[nH]c3ccccc3c2=O)CC1 | -33 | 5 | i
C=CCN(CC=C)CCCOc1ccc(C)cc1OC | -18 | 12 | i
CCOC(=O)c1sc(NC(=O)c2cc(-c3ccccc3C)nc3ccccc23)c(C#N)c1C | -10 | 62 | i
CCO[C@H]1OC(C(=O)O)=C[C@@H](c2coc3ccccc3c2=O)[C@@H]1CCCO | -8 | 13 | i
COc1cc2cnc(-c3ccccc3)c(C(=O)c3ccc(OCc4ccccc4)cc3)c2cc1OC | -10 | 13 | /
CC(OC(=O)Cc1ccc(Cl)cc1)C(=O)NCCC1=CCCCC1 (centres undefined) | -3 | 21 | i
COc1ccccc1OCC(=O)N1CCN(c2ccccc2OC)CC1 | -18 | 10 | i
Cc1c(NC(=O)c2ccc(Cl)c(S(=O)(=O)N3CCCCC3)c2)c(=O)n(-c2ccccc2)n1C | -17 | 25 | i
CC(=O)NC(CC(C)C)C(=O)NC(CO)C(=O)NC(CCC(=O)O)C(=O)NC(C)C(=O)NC(CC(C)C)C(N)=O (centres undefined) | -17 | 26 | i
COC(=O)[C@H](CC(C)C)NC(=O)Cn1cnc2c(SC)nc(N)nc21 | 4 | -2 | /
CN(C(=O)c1cccc(C#N)c1)c1nnc(C2CCCO2)s1 (centres undefined) | -3 | 6 | i
COc1ccc(-n2nc(C(C)=O)c(=O)[nH]c2=O)cc1 | -10 | 72 | i
Cn1c(SCCc2ccc([N+](=O)[O-])cc2)nccc1=O | 0 | 21 | i
Cc1ccc(-c2nnc(NC(=O)c3ccc([N+](=O)[O-])o3)o2)c(C)c1 | -2 | 36 | i
O=C(CSc1ncccn1)NCc1ccc(F)cc1 | -11 | 19 | i
Cc1[nH]c2ccccc2c1C(=O)C(=O)NCc1ccco1 | -7 | 18 | i
COc1cccc2sc(N3CCN(C(=O)c4ccc([N+](=O)[O-])o4)CC3)nc12 | -32 | 46 | i
O=C(Nc1nnc(-c2ccco2)o1)c1ccc([N+](=O)[O-])s1 | -7 | 66* | i

4 entries picked at random from the list so far, as already listed:
SMILES | OX1R antag-1 | OX1R antag-2 | CHT PAM
O=[N+]([O-])c1ccc(/C=N/N2CCN(Cc3ccccc3)CC2)cc1 | -15 | 9 | i
O=c1c2ccccc2c(C=Nc2ccc(O)cc2)c(O)n1-c1nccs1 | -8 | 8 | i
CCO[C@H]1OC(C(=O)O)=C[C@@H](c2coc3ccccc3c2=O)[C@@H]1CCCO | -8 | 13 | i
COc1ccc2c(C)c(CCC(=O)NCCCN3CCCC3=O)c(=O)oc2c1C | -5 | 8 | i

Compound activity as filed in PubChem BioAssay.
